High-throughput results from PubChem.
NPC1 prom act = activators of NPC1 promoter; Huh7 NPC1 promoter luciferase reporter, 24 h; Potency, µM (top dose mostly 9.22 µM), inactives show top-dose activation, hits mostly activators; 2.4% of 320,000 active; AID 485313;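 also: % of control where 0% means no effect; nearly all actives have a fitted effect of over 60% in size; reporter is driven by a mutant NPC1 promoter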
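Luminescence read-out of NPC1 promoter-driven luciferase in stably transfected Huh7 cells; compounds delivered in DMSO and left 24 h at 37C, 5% CO2, qHTS titration format.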
uPA surface inh = inhibitors of cell surface uPA generation; cell surface uPA generation assay, qHTS; Potency, µM (top dose mostly 38.3 µM), inactives show at the highest dose activity change, negative = inhibition, most hits filed as inhibitors; 0.31% of 330,000 active; active = well fitted inhibition curve with a large enough effect; inconclusive = small, poorly fitted or top-dose-only effect; inactive = no such curve, though single readings can be large or run the other way; tested in mouse RAW 264.7 cells; also: % is scaled to controls: 0 for no effect and ±100 for the full control effect; nearly all actives have a fitted effect of over 55% in size
ELG1 genotoxic = genotoxicity induction in ELG1-luciferase HEK293T cells | HEK293T ELG1-luciferase reporter, luminescence, 16 h | Potency, µM (doses to about 46 µM), for the others: top-dose activity change, positive = activation, most hits filed as activators | 1.3% of 330,000 active; also: % of control where 0% means no effect; nearly all actives have a fitted effect of over 60% in size
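ELG1-luciferase HEK293T cells, 2,000/well; compound pinned in; 16 hr, 37 °C, 5% CO2; ONE-Glo, 30 min RT; luminescence on CCD imager.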
BRCA1 expr up = BRCA1 expression activation | MCF7-BRCA1-FFLuc reporter, luminescence, 48 h; response scale: scaled: vehicle 0%, 10 µM genistein 100% | Potency, µM (titrated, usually from 46.1 µM), without a hit: at the highest dose activation, usual class: activators | 1.1% of 380,000 active | AID 624202; also: nearly all actives have a fitted effect of over 80% in size; some results filed as inactive show a strong effect at the top dose
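MCF7-BRCA1-FFLuc cells, 2000/well in phenol-red-free MEM, attached 2 h then treated 48 h at 37 C. Luciferase luminescence read 15 min after reagent; normalized to genistein maximum activation (10microM) and DMSO, concentration-response fitted.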
FLuc modulator = firefly luciferase modulation, counter-screen for miR-21 project. P08659. purified FLuc, Km substrates, luminescence inhibition. Potency, µM (top dose mostly 57.5 µM), inactives show top-dose activity change, negative = inhibition, hits mostly inhibitors. 6.9% of 360,000 active. AID 588342;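 also: plate controls were vehicle for no effect and reference inhibitor for full effect; nearly all actives have a fitted effect of over 55% in size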
Target sequence (P08659 whole entry, looked up): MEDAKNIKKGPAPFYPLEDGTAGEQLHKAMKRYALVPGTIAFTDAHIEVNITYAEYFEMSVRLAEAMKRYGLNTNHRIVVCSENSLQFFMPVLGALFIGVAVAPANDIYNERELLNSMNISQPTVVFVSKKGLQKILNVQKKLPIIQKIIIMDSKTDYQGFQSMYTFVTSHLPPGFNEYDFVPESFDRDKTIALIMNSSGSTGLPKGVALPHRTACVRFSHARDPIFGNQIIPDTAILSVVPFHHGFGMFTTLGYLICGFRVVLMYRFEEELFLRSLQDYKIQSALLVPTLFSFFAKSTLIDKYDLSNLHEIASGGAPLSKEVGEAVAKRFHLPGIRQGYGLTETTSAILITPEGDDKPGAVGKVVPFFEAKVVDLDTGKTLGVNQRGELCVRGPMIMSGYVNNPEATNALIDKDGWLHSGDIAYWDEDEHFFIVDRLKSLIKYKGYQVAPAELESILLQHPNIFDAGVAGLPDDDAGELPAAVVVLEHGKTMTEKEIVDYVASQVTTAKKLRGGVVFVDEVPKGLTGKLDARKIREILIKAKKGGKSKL
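Purified P. pyralis luciferase (10nM final) with 10uM D-luciferin and 10uM ATP (Km levels) in 50mM Tris acetate pH 7.5, 10mM Mg acetate, 0.01% Tween-20, 0.05% BSA; qHTS 6-point titration, ~60 µM downward; luminescence read.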
RORg inh = ROR gamma (mouse) transcription inhibition; AID 2551; P51450; Potency, µM (doses to about 53.6 µM), for inactives: top-dose activity change, negative = inhibition, usual class: inhibitors; Drosophila S2 Gal4-RORgamma UAS-luciferase reporter, 20 h; 5.4% of 310,000 active; also: % is scaled to controls: 0 for no effect and ±100 for the full control effect; nearly all actives have a fitted effect of over 60% in size
Target sequence (P51450 whole entry, looked up, the tested form may be a part): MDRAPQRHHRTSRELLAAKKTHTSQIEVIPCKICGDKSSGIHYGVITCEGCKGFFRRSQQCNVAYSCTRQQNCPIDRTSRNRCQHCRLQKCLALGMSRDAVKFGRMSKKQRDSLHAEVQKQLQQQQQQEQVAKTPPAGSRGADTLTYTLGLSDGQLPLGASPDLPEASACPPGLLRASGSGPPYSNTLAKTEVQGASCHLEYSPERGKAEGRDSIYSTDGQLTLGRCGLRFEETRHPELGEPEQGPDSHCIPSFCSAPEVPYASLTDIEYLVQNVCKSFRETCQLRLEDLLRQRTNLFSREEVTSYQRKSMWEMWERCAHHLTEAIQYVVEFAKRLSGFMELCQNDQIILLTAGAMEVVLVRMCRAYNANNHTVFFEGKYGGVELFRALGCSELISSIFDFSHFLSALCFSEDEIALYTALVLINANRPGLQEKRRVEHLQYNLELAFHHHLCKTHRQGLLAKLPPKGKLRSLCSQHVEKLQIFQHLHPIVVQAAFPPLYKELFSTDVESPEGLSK
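Compounds are pin-transferred onto Drosophila Schneider cells expressing a copper-inducible Gal4–ROR gamma transactivation domain fusion. After 1 hr, copper sulfate is added to 700 uM final; luciferase is read 20 hr later.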
MBNL1-CUG inh = inhibitors of human MBNL1 binding to CUG repeat RNA | 0.036% of 280,000 active | AID 2675 | Potency, µM (doses to about 57.5 µM), without a hit: top-dose activity change, negative = inhibition, usual class: inhibitors | TR-FRET MBNL1-His/biotin-(CUG)12 binding, 665/545 ratio; active = well fitted inhibition curve with a large enough effect in the signal ratio, with a control signal flat, not every such curve was filed as active; inconclusive = small, poorly fitted or top-dose-only effect, or effect the other way, or a change in a side signal; inactive = no such curve, though single readings can be large or run the other way; the % refers to the signal ratio; also: % is scaled to controls: 0 for no effect and ±100 for the full control effect
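TR-FRET between His-tagged MBNL1 and biotin-(CUG)12 RNA, detected with Tb anti-His antibody (0.055 ng/ul) and streptavidin-XL665 (5 nM), 60 min at room temperature. Compounds titrated 92 nM to 58 uM; 665/545 nm ratio normalized to buffer and complex controls.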
p53 reactivator = mutant p53 re-activation in reporter cells | H1299 p53-A138V BP100-luciferase reporter, luminescence, 24 h | Potency, µM (series often up to 92.2 µM), for the others: at the top dose activity change, positive = activation, hits mostly activators | 0.063% of 320,000 active; also: % of control where 0% means no effect; nearly all actives have a fitted effect of over 45% in size
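H1299 (p53-null), stable ts p53-A138V + BP100-Luc; 1000 cells/well, Opti-MEM/10% FBS; cpd 4 pt, 1:5; 24 h, 37 deg C, 5% CO2; detection reagent 10 min RT; luminescence.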
Rab9 promoter act = activates the Rab9 promoter. Huh7 Rab9 promoter-luciferase reporter, luminescence, 24 h. Potency, µM (titrated, usually from 9.22 µM), without a hit: top-dose activation, negative = inhibition, hits mostly activators. 2.8% of 320,000 active. AID 485297; also: % of control where 0% means no effect; nearly all actives have a fitted effect of over 60% in size
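Huh7 cells stably carrying a Rab9 promoter-luciferase reporter, 1500 cells per well in OP-MEM I with 10% FBS, treated with compound 24 hours at 37C. Luciferase activity read by luminescence after 10 minutes with Amplite reagent.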
VP16 counter = Gal4-VP16 reporter inhibition counter-screen | Drosophila S2 Gal4-VP16 UAS-luciferase, luminescence, 20 h | Potency, µM (top dose mostly 53.6 µM), inactives show at the top dose activity, negative = inhibition, usual class: inhibitors | 3.5% of 310,000 active;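 also: Gal4-VP16 expression switched on by copper sulfate through the metallothionein promoter; % is scaled to controls: 0 for no effect and ±100 for the full control effect; nearly all actives have a fitted effect of over 50% in size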
An asterisk follows results filed as active; ? = inconclusive; · = not tested or not shown; & = joins results of further samples; [ ] = another dose, or the depositor's remark. Unless noted, calls follow the shape of the dose curve; as a rule, active = well fitted curve in the direction sought with a large enough effect; inconclusive = small, poorly fitted or top-dose-only effect, or another doubt; inactive = no such curve, though single readings can be large; an effect the other way counts as inactive or inconclusive. Potency is read from the fitted curve at half-maximal effect.

SMILES	NPC1 prom act	uPA surface inh	ELG1 genotoxic	BRCA1 expr up	FLuc modulator	RORg inh	MBNL1-CUG inh	p53 reactivator	Rab9 promoter act	VP16 counter
Brc1ccccc1C1=Nn2c(nnc2-c2ccco2)SC1	-6%	-8%	0%	-48%	-2%	20%	-4%	-5%	-1%	-13%
C/C(=N\NC(=S)NC1CCCCC1)c1ccc(C#N)cc1	-1%	2%	5%	0%	3%	2.2µM*	?	4%	-2%	2µM*
CC1(C)Cc2noc(N)c2C(C)(C)N1OC(=O)c1ccccc1	1%	5%	-4%	-11%	1%	-16%	4%	2%	0%	8%
CSc1ccccc1NC(=O)CN1C(=O)C2CC=CCC2C1=O (stereo not given)	-4%	4%	1%	3%	5%	·	·	7%	2%	·
CN(C(=O)CC1C(=O)NCCN1Cc1cccc(F)c1F)C1CC(C)(C)NC(C)(C)C1 (stereo not given)	-7%	16%	1%	3%	4%	-1%	-5%	-2%	2%	-1%
COc1cc(C(=O)N2CCN(C(=O)c3ccco3)CC2)c([N+](=O)[O-])cc1OC	-9%	12%	1%	4%	-1%	20%	?	-1%	-3%	-4%
O=C(O)COc1ccc2occ(C(=O)c3ccccc3)c2c1	-3%	2%	-1%	-11%	?	-16%	?	3%	-8%	-4%
CCOc1ccc2nc(NCCNC(=O)c3cc(OC)c(OC)c(OC)c3)c(C#N)cc2c1	1%	-1%	-6%	-31%	-1%	5%	5%	-2%	-3%	-11%
CC(Sc1nnc(C2CC2)n1C1CC1)C(=O)Nc1cccc(S(=O)(=O)N2CCOCC2)c1 (stereo not given)	-4%	-24%	-1%	-26%	6%	·	·	14%	-16%	·
CCOC(=O)c1cc(-c2ccccc2)nc2ccc(C)cc12	-5%	0%	-4%	-11%	-15%	14%&11%	-7%	3%	-6%	-6%&-29%
Cc1ccc(C(=O)N(NC2=NS(=O)(=O)c3ccccc32)S(=O)(=O)c2ccc(C)cc2)cc1	-4%	-10%	0%	20%	-2%	1%	-4%	7%	5%	-4%
COc1ccc(NC(=O)N(C)C[C@H]2Oc3c(NC(=O)c4ccncc4)cccc3C(=O)N([C@H](C)CO)C[C@@H]2C)cc1	·	-3%	-1%	9%	·	·	·	-1%	·	·
CCn1c(=O)n(Cc2ccco2)c(=N)c2c3c(sc21)COC(C)(C)C3	-2%	-7%	-1%	-21%	6%	?	-1%	1%	2%	-5%
Cc1ccc(C(=O)c2ccc(CC(=O)O)n2C)cc1	-1%	-10%	-2%	24%	?	-36%	·	-1%	-13%	-25%
O=C(O)[C@H]1CCCN1S(=O)(=O)c1cccc2cccnc12	2%	-5%	-9%	-4%	4%	·	·	-2%	-11%	·
Cc1ccc(NS(=O)(=O)c2ccc(Cl)c(C(=O)Nc3cccc(C(=O)O)c3)c2)cc1	-1%	4%	1%	6%	-14%	-11%	-8%	28%	0%	-4%
CC(C)Oc1ccc(S(=O)(=O)N2CCOCC2)cc1NC(=O)C1CCC1	-5%	2%	-9%	-8%	10%	·	·	-1%	-3%	·
CN(Cc1ccccc1)C(=O)COC(=O)CN1C(=O)c2ccccc2C1=O	·	-2%	1%	-3%	·	·	·	3%	·	·
CSc1ccccc1C(=O)NCc1ccccc1C	-7%	-5%	-1%	2%	1%	25%	-10%	-11%	-2%	-5%[10 µM]
c1ccc(Cn2c(-c3ccco3)nc3nc4ccccc4nc32)cc1	3.5µM*	-3%	?	?	2.7µM*	9%	?	?	3.2µM*	4%
O=C(NC(=S)Nc1ccccc1C(=O)O)c1cncc(Br)c1	-4%	0%	-3%	-19%	?	-2%[1.91 µM]	-1%	·	1%	0%
CC1(C)Cc2ccccc2-c2[nH]c(=S)[nH]c(=O)c21	1%	3%	-1%	-4%	3%	18µM*	?	·	0%	?
COc1ccccc1-c1nc2cc(Cl)ccc2c(=O)n1O	-1%	-2%	-9%	-9%	5%	?	-5%	-3%	-3%	2.5µM*
O=C(COC(=O)CCN1C(=O)C2CC=CCC2C1=O)NCCc1ccccc1 (stereo not given)	0%	-1%	1%	-9%	-3%	·	-1%	·	0%	·
Cc1ccc(-n2c(C3CC3c3ccc(Cl)cc3)n[nH]c2=S)cc1 (stereo not given)	0%	·	-3%	-31%	-2%	2.8µM*	3%	2%	-1%	5.6µM*
Additional records follow:
SMILES	NPC1 prom act	uPA surface inh	ELG1 genotoxic	BRCA1 expr up	FLuc modulator	RORg inh	MBNL1-CUG inh	p53 reactivator	Rab9 promoter act	VP16 counter
CCN1CCN(C(c2cccs2)C(C)NC(=O)c2ccccc2F)CC1 (stereo not given)	-4%	·	2%	0%	-1%	9%	?	-4%	3%	0%
COc1ccc(C)cc1NC(=O)c1nnn(Cc2cc(C)ccc2C)c1N	6%	4%	12%	-7%	-2%	24%	4%	8%	2%	0%
N/C(=N\O)c1ccc(NC(=O)c2ccc(Br)o2)cc1	?	-5%	23µM*	70%	17µM*	15%	1%	?	?	0%
COC(=O)C1(Cc2cc(-c3cccc(Br)c3)no2)CCN(C(=O)OC(C)(C)C)CC1	-1%	-12%	-1%	0%	-9%	-1%	-6%	9%	-5%	-4%
Cc1ccc(S(=O)(=O)CCC(=O)NCCc2ccc(Cl)cc2)cc1	0%	1%	0%	4%	-1%	-23%	1%	-1%	-3%[1.84 µM]	1%
CC(C)NC(=O)CCCc1ccccc1	22%	·	4%	55%	?	3%	3%	?	20%	2%
CN1C(=O)Nc2cccc3cccc1c23	0%	8%	?	-32%	8%	-41%	15%	3%	-1%	-5%
CCOc1ccc(-c2c(C(=O)N/N=C/c3ccc(C)o3)nnn2-c2nonc2N)cc1	1%	2%	0%	-12%	3%	5.6µM*	6%	-6%	-3%	10µM*
COc1cccc(C(=O)NCCS(=O)(=O)N2CCCCCC2)c1	0%	0%	3%	-14%	5%	·	·	0%	-5%	·
Cc1ccc(CNC(=O)C(=O)NCC2OCCN2S(=O)(=O)c2cccs2)cc1 (stereo not given)	3%	14%	0%	-9%	0%	11%	0%	-5%	-5%	5%
CCCC(=O)Nc1nc(C(=O)OCC)cs1	9%	-8%	4%	44%	-5%	14%	5%	4%	3%	-7%
CCCCCCC1/C(=N\NC(=O)c2ccccc2)CCC1C(=O)OC (stereo not given)	0%	-8%	0%	42%	4%	?	3%	0%	1%	?
CCOC(=O)Cc1csc(/N=C/c2c(O)n(-c3ccc(C)cc3C)c(=O)c3ccccc23)n1	0%	-2%	-3%	-54%	?	10%	4%	-2%	-7%	0%
Cc1cc(-c2ccccc2)n2ncnc2n1	-1%	12%	0%	-9%	0%	-21%	0%	1%	1%	7%
COc1ccc(OC)c(NC(=O)c2ccc3c(c2)C(=O)N(CC2CCCO2)C3=O)c1 (stereo not given)	1%	8%	0%	-18%	0%	5%	?	0%	1%	6%
c1ccc(-c2cncnc2)nc1	2%	1%	2%	0%	0%	·	·	-6%	-4%	·
CCOC(=O)c1ccc(NC(=O)CN2C(=O)C(CC)SC(CC)C2=O)cc1 (stereo not given)	-4%	11%	2%	0%	0%	28%	-3%	-17%	-2%	-5%
Cn1ncc(Br)c1C(=O)N/N=C/c1cccc(OC2CSC2)c1	-6%	5%	2%	-6%	-13%	-6%	4%	-14%	-13%	-16%
CCOc1ccccc1NC(=S)Nc1ncccc1C	-1%	-11%	-1%	-65%	?	7.1µM*	-13%	?	0%	7.1µM*
CCOC(=O)CCNC(C(=O)OCC)c1ccccc1 (stereo not given)	1%	2%	-1%	-18%	0%	2%	1%	0%	0%	3%
Cc1ccc2c(Cl)cc(Cl)c(OCC(=O)Nc3cccc(S(=O)(=O)N(C)C)c3)c2n1	-2%	-7%	-1%	-42%	-1%	5µM*	-8%	1%	1%	10µM*
COc1ccc(OCc2cc(C(=O)N3CCCCCCC3)no2)c(Cl)c1	24%	1%	?	?	?	51%	0%	-8%	23%	20%
CCOC(=O)c1cnc2c(cnn2C)c1NCCCn1ccnc1	2%	-8%	9%	-8%	2%	16%	-12%	14%	1%	-1%
CCOc1ccc(N(Cc2ccccc2F)C2=NC3CS(=O)(=O)CC3S2)cc1 (stereo not given)	-2%	?	-5%	-7%	-2%	33%	-17%	0%	1%	10%
COC(=O)Cc1ccc(NC(=O)c2ccc3c(c2)C(=O)N(Cc2ccco2)C3=O)cc1	1%	0%	-3%	-36%	2%	-40%	15%	8%	14%	-16%
Cc1c(CC(=O)O)c(=O)oc2cc3oc4c(c3cc12)CCCC4	0%	-5%	4%	-8%	27µM*	18%	-7%	-2%	-2%	8%
COc1ccc2c(=O)cc(C(F)(F)C(F)(F)F)oc2c1	4%	16%	0%	5%	-3%	14%	12%	3%	6%	-3%
CC1=CCC2COC(c3ccc[n+](Cc4ccccc4)c3)C1C2 (stereo not given)	-2%	-5%	-4%	-32%	6%	7%	·	-7%	0%	-8%
Cc1cc(=O)oc(C)c1C(=O)OCC(=O)c1ccc2ccccc2c1	15%	-3%	1%	1%	3.4µM*	12%	?	-2%	12%	2%
